From PubChem BioAssay
RPL19A-GFP yeast: modulators of TOR pathway RPL19A-GFP in S. cerevisiae; S. cerevisiae RPL19A-GFP strain, flow cytometry, 3 h; active compounds read low; percent response vs DMSO, % at 10 µM; actives 0.3% (n = 330,000); AID 2025;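 active = percent response vs DMSO below 50%; inconclusive = fewer than 70 events counted for the yeast strain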;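 note: median channel GFP fluorescence of the barcoded RPL19A-GFP strain; ratio of sample median GFP to plate DMSO average so 100% = DMSO; lower means less RPL19A-GFP as with rapamycin TOR inhibition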
MEP2 TOR yeast: alters MEP2-GFP fluorescence in TOR pathway yeast screen. S. cerevisiae MEP2-GFP strain, flow cytometry GFP, 3 h; 100% = DMSO control level. GFP response vs DMSO, % at 10 µM. actives 0.51% (n = 330,000). AID 2016;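 active = GFP response versus DMSO above a set limit, roughly screen mean plus 3 SD, cut at about 180% in these data; inconclusive = fewer than 70 cells counted for a yeast strain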;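 note: median GFP fluorescence of the barcode-gated MEP2-GFP cells per well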
CR mimetic SO: yeast age-related superoxide inhibition as caloric restriction mimetic | S. cerevisiae aged cells, superoxide DHE fluorescence; active compounds read low | superoxide response (% of plate mean), % at 10 µM | actives 0.18% (n = 330,000);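 active = superoxide response under a set limit, about three screen SD below normal, cut at about 65% in these data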;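 note: yeast aged for seven days with compound at 30 °C before DHE staining; 100% = average MFI of all compound-treated wells on the plate with controls excluded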
LAP4-GFP MLPCN: yeast TOR pathway LAP4-GFP modulation; S. cerevisiae LAP4-GFP multiplex, flow cytometry GFP, 3 h; median GFP as percent of DMSO wells; GFP response vs DMSO, % at 10 µM; actives 0.34% (n = 320,000); AID 2023;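 active = GFP response vs DMSO above a set limit, about the screen mean plus 3 SD, cut at about 150% in these data; inconclusive = under 70 cell events counted for the yeast strain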
CIT2 TOR yeast: yeast TOR pathway CIT2-GFP modulation. AID 2029. GFP response vs DMSO, % at 10 µM. S. cerevisiae CIT2-GFP strain, flow cytometry, 3 h; 100 means same as DMSO wells. actives 0.065% (n = 320,000);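 active = GFP response relative to DMSO above a set limit, near the screen mean plus 3 SD, cut at about 150% in these data; inconclusive = Fewer than 70 cells measured for a yeast strain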;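 note: ratio of well median GFP fluorescence to mean of DMSO wells on the plate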
AGP1-GFP MLPCN: yeast TOR pathway AGP1-GFP modulation. GFP response vs DMSO, % at 10 µM. AID 2066. S. cerevisiae AGP1-GFP multiplex flow cytometry, 3 h; GFP as percent of DMSO wells. actives 0.02% (n = 320,000);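 active = GFP response relative to DMSO above a set limit, near screen average plus 3 SD, cut at about 150% in these data; inconclusive = fewer than 70 cells counted for the yeast strain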;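 note: median GFP channel fluorescence of the gated AGP1 strain per well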
AHR activator: activates the human aryl hydrocarbon receptor; P35869; AHR-responsive luciferase reporter cells, luminescence; activation, % at 5 µM; actives 2.5% (n = 320,000); AID 2796; in the data active = activation above about 47%;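 note: 0% = vehicle wells and 100% = reference agonist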
Target sequence (P35869 whole entry, looked up): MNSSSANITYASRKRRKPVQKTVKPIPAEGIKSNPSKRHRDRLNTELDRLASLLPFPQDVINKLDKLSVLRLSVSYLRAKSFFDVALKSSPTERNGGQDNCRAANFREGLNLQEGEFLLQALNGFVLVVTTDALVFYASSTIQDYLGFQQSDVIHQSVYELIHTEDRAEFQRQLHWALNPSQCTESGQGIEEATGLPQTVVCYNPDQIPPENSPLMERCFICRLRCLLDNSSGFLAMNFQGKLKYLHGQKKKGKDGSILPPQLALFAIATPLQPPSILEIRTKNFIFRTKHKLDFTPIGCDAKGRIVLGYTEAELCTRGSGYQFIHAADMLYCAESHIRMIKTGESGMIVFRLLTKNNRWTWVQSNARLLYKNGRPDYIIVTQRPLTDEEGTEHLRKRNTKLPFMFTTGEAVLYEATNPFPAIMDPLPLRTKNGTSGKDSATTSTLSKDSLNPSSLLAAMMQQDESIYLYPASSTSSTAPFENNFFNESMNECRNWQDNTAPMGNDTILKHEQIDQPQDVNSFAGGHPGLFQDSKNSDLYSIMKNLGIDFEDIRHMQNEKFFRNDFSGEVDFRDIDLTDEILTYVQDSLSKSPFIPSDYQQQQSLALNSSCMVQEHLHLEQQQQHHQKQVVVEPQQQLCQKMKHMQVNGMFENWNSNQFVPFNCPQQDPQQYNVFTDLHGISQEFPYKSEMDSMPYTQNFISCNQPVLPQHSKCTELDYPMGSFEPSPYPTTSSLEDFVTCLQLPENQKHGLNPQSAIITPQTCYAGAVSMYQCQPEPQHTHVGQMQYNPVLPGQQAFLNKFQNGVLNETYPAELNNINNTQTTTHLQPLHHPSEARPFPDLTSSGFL
Efflux pump mplx: antifungal efflux pump inhibition, Nile Red retention. actives 0.44% (n = 330,000). S. cerevisiae Candida pump triplex. inhibition, % at 10 µM;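 active = plate passing quality check with inhibition over a set limit, or well fluorescence over plate mean plus 4 SD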;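 note: Nile Red retained in pooled yeast measured as flow cytometry median fluorescence; 0% = buffer negative control and 100% = Enniatin B positive control; higher means more Nile Red kept so more efflux inhibition; some compounds called inactive have numbers as strong as hits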
An asterisk follows results filed as active; u = inconclusive; x = no result given; [ ] = remark or other dose.

(1) O=C(C1=C(O)/C(=C/c2ccc(O)cc2)CCC1)C(F)(F)F
(2) COc1ccc(C(=O)Nc2cc(C)on2)c(OC)c1
(3) COc1ccc(-c2nc(-c3cccs3)no2)cc1
(4) CN(CC(=O)Nc1cccc(S(=O)(=O)N2CCCC2)c1)Cc1ccccc1
(5) COC(=O)c1ccc(-n2c(C)cc(C(=O)COC(=O)C3=COCCO3)c2C)cc1
(6) COc1ccccc1NC(=O)c1cnc(SC)nc1
(7) CCCNC(=O)C(Cc1ccc(F)cc1)NC(=O)c1ccccc1 (stereo not drawn)
(8) COc1cc(F)ccc1CN1CCC(C(=O)Nc2ccc(Oc3ccccc3)nc2)CC1
(9) N#C/C(=C\c1cn(-c2ccccc2)nc1-c1ccccc1)S(=O)(=O)c1ccccc1
(10) CCN(CC)c1ccc(/C=N/N2CCN(Cc3ccccc3Cl)CC2)c(O)c1

Screen / compound no.,1,2,3,4,5,6,7,8,9,10
RPL19A-GFP yeast,105,100,97,94,103,101,92,97,98,96
Efflux pump mplx,-0.2,0.1,-0.1,-0.2,-0.4,0.0,-0.1,0.5,0.0,0.1
MEP2 TOR yeast,106,100,103,90,105,102,92,91,108,95
CIT2 TOR yeast,94,97,96,95,109,101,104,100,99,87
CR mimetic SO,109,101,104,109,114,95,97,90,94,99
AGP1-GFP MLPCN,98,95,100,96,102,93,94,98,100,97
LAP4-GFP MLPCN,137,105,104,90,102,98,100,89,98,115
AHR activator,13,0,-9,1,-2,15,2,8,-1,6

(11) O=C(CNC(=O)c1ccc(Br)o1)NC1CCCCCC1
(12) CCn1c(=O)c(C(=O)Nc2ccc(C)cc2)c(O)c2ccccc21
(13) O=[N+]([O-])c1cc(S(=O)(=O)NCCCN2CCOCC2)ccc1Cl
(14) O=C(CSc1ccccc1C(=O)O)c1ccc([N+](=O)[O-])cc1
(15) COc1ccc(C(C(=O)OCCN(C)C)c2ccccc2)cc1 (stereo not drawn)
(16) CC(C)Cn1c(=O)c(C(=O)NCc2ccc3c(c2)OCO3)c(O)c2ccccc21
(17) CSCCC(NS(=O)(=O)c1ccccc1F)C(=O)OCc1ccccc1Cl (stereo not drawn)
(18) COC(=O)c1ccccc1S(=O)(=O)NNC(=O)C12CC3CC(CC(C3)C1)C2
(19) CCC(C)(C(=O)NC1CCCC1)N(Cc1cccs1)C(=O)c1ccccn1 (stereo not drawn)
(20) CCCn1c(SC/C(O)=C(\C#N)c2nc3ccccc3[nH]2)n[nH]c1=O

Screen / compound no.,11,12,13,14,15,16,17,18,19,20
RPL19A-GFP yeast,90,103,98,108,108,29*[may fluoresce violet],107,91,96,95
Efflux pump mplx,0.0,0.0,-0.2,-0.6,0.1,0.5,-0.1,0.2,0.4,-0.1
MEP2 TOR yeast,94,119,100,102,99,u,96,95,91,95
CIT2 TOR yeast,96,106,107,116,104,u,101,95,100,87
CR mimetic SO,85,96,91,88,69,90,110,98,93,98
AGP1-GFP MLPCN,92,100,99,104,109,u,94,98,90,86
LAP4-GFP MLPCN,93,98,99,99,104,u,90,99,88,74
AHR activator,0,24,2,15,-1,12,-1,2,6,37

Some of these compounds in order of length of the SMILES, rising:
(15) COc1ccc(C(C(=O)OCCN(C)C)c2ccccc2)cc1 (stereo not drawn)
(13) O=[N+]([O-])c1cc(S(=O)(=O)NCCCN2CCOCC2)ccc1Cl
(20) CCCn1c(SC/C(O)=C(\C#N)c2nc3ccccc3[nH]2)n[nH]c1=O

Screen / compound no.,15,13,20
RPL19A-GFP yeast,108,98,95
Efflux pump mplx,0.1,-0.2,-0.1
MEP2 TOR yeast,99,100,95
CIT2 TOR yeast,104,107,87
CR mimetic SO,69,91,98
AGP1-GFP MLPCN,109,99,86
LAP4-GFP MLPCN,104,99,74
AHR activator,-1,2,37

Further records follow.
(21) COc1ccccc1NC(=O)CCn1c(=O)sc2ccccc21
(22) CCOC(=O)c1cnc2ccc(F)cc2c1Nc1ccc2c(c1)OCCO2
(23) CCOc1ccc(CCNC(=O)c2c(C)noc2C)cc1OCC
(24) COC(=O)CC/C(C)=N\Nc1ccc([N+](=O)[O-])cc1[N+](=O)[O-]
(25) O=C(CSCC(=O)NCc1ccco1)NCc1ccco1
(26) CSc1nsc(SCC(=O)Nc2ccc(C(C)=O)cc2)n1
(27) Cc1cccc(C)c1NC1=C(Cl)C(=O)OC1OC(=O)c1ccccc1 (stereo not drawn)
(28) CCCOc1ccc(C(=O)O)cc1
(29) CCOC(=O)c1ccc(NC(=O)CS(=O)(=O)c2cn(CC)c3ccccc23)cc1
(30) Cc1ccc(N(CCC#N)C(=O)CSc2ccc3c(c2)OCCO3)cc1

Screen / compound no.,21,22,23,24,25,26,27,28,29,30
RPL19A-GFP yeast,103,105,98,98,97,102,97,105,97,98
Efflux pump mplx,0.0,0.5,0.0,-0.4,0.1,-0.2,0.1,0.0,0.1,-0.1
MEP2 TOR yeast,103,108,95,100,100,97,93,95,103,101
CIT2 TOR yeast,102,105,101,104,98,103,99,98,98,103
CR mimetic SO,81,97,108,77,109,107,94,85,93,102
AGP1-GFP MLPCN,109,103,107,96,96,95,99,90,97,100
LAP4-GFP MLPCN,105,106,102,103,96,95,97,110,98,97
AHR activator,1,-2,-3,1,-2,26,1,-2,1,-2

Values in list order from the list.
Entries 8 to 17 in CIT2 TOR yeast read 100, 99, 87, 96, 106, 107, 116, 104, u, 101

(cont.)
(31) CCOC(=O)CN1CC23C=CC(O2)C(C(=O)NCc2ccc(C)cc2)C3C1=O (stereo not drawn)
(32) Cc1ccc(C)c(N2CCN(C(=O)c3ccc(Cn4c(=O)[nH]c5ccccc5c4=O)cc3)CC2)c1
(33) CNC(=O)NC1CCCCc2sccc21 (stereo not drawn)
(34) O=C(Cc1ccc(Cl)cc1)NNC(=O)Nc1cccc2ccccc12
(35) Oc1ccc(Br)cc1C=Nc1ccc2c3c(cccc13)CC2
(36) Cn1c(=O)oc2cc(S(=O)(=O)N3CCN(C(=O)c4ccco4)CC3)ccc21
(37) O=C(c1cccc2ccccc12)C1CCCN(C(=O)C2CCOCC2)C1 (stereo not drawn)
(38) COC(=O)C(C)Sc1ncnc2c1nnn2-c1ccc(F)cc1 (stereo not drawn)
(39) Cc1cccc(OCC(=O)NCc2nc(-c3ccccc3)no2)c1
(40) Cc1ccc(N/C(N)=N/c2nc(C)cc(C)n2)cc1

Screen / compound no.,31,32,33,34,35,36,37,38,39,40
RPL19A-GFP yeast,91,53[may fluoresce violet],104,108,111,103,99,91,118,91
Efflux pump mplx,-0.1,-0.1,-0.1,0.0,3.1*,0.0,0.1,-0.2,0.1,-0.2
MEP2 TOR yeast,96,489*[may fluoresce violet],113,115,93,103,96,103,106,77
CIT2 TOR yeast,93,u,96,116,97,83,79,93,x,92
CR mimetic SO,90,111,99,103,91,88,83,94,121,103
AGP1-GFP MLPCN,91,u,106,114,97,104,106,88,101,85
LAP4-GFP MLPCN,98,86[may fluoresce violet],114,115,105,99,96,112,95,68
AHR activator,-2,0,0,12,44,1,3,3,10,20

(41) Cc1[nH]c(C)c(S(=O)(=O)Nc2ccc(F)cc2Cl)c1C(=O)N1CCCC1
(42) C/C(=N\NC(=O)c1cccc(C)c1)c1ccc(N2CCOCC2)cc1
(43) Cn1c(N)c(N=O)c(=O)n(C)c1=O
(44) Cc1ccc(Nc2nc(NCC3CCCO3)nc(N)c2[N+](=O)[O-])cc1C (stereo not drawn)
(45) CC(=O)c1c(C)[nH]c(C(=O)Nc2cccc(S(=O)(=O)N3CCOCC3)c2)c1C
(46) COc1ccc(C(=O)NCCc2cc3c(OC)ccc(OC)c3[nH]c2=O)cc1OC
(47) C=CCN(C(=O)CCC(=O)Nc1cc(C)on1)C(C(=O)NC(C)(C)CC)c1cccc(OC)c1OC (stereo not drawn)
(48) CCCC(=O)Nc1nnc(CC(=O)OCC)s1
(49) Cc1ccc(C(=O)Oc2ccc([N+](=O)[O-])cc2)cc1S(=O)(=O)N1CCCCCC1
(50) CC1CN(C(=S)NC(=O)c2cccc([N+](=O)[O-])c2)CC(C)O1 (stereo not drawn)

Screen / compound no.,41,42,43,44,45,46,47,48,49,50
RPL19A-GFP yeast,96,99,94,108,102,103,104,105,100,98
Efflux pump mplx,-0.1,-0.1,0.3,0.8,0.1,0.6,0.4,-0.2,0.2,-0.1
MEP2 TOR yeast,103,101,86,112,101,96,103,103,98,97
CIT2 TOR yeast,103,91,84,102,97,99,102,112,96,100
CR mimetic SO,88,102,118,102,111,111,86,93,101,93
AGP1-GFP MLPCN,99,102,99,100,98,98,106,109,99,104
LAP4-GFP MLPCN,91,99,118,100,93,96,101,105,92,96
AHR activator,-2,12,-3,-3,100*,0,3,4,0,-2

(51) CC(C)C(NC(=O)C12CC3CC(CC(C3)C1)C2)C(=O)O (stereo not drawn)
(52) O=c1c2ccccc2nnn1COc1ccc(Cl)cc1Br
(53) COc1ccccc1CC(=O)N1CCN(c2cccc(C(F)(F)F)c2)CC1
(54) NC(=O)c1ccc(NC(=O)CN2CCN(Cc3ccccc3)CC2)cc1
(55) COc1ccc(C(=O)/C=C/c2ccc(OC)c(COc3ccc(F)cc3)c2)cc1
(56) CC1=C(C(=O)OCc2ccccc2)C(c2ccoc2)C(C#N)=C(N)O1 (stereo not drawn)
(57) Nc1ccc2nc3c(=O)n(CCc4ccccc4)c(=O)[nH]c3nc2c1
(58) CCCc1ccc(OCc2ccc(C(=O)NN)o2)c(OC)c1
(59) CCOC(=O)Cn1cc(Cl)cc(C(=O)Nc2ccccc2)c1=O
(60) CC(=O)c1ccc(N2CCN(C(=O)C(=O)c3c(C)[nH]c4ccccc34)CC2)cc1

Screen / compound no.,51,52,53,54,55,56,57,58,59,60
RPL19A-GFP yeast,105,98,100,102,94,102,100,102,94,97
Efflux pump mplx,-0.1,0.0,-0.1,0.0,0.1,0.1,0.0,0.0,0.0,-0.1
MEP2 TOR yeast,102,97,93,104,102,100,105,111,94,103
CIT2 TOR yeast,106,93,86,105,99,98,99,96,97,100
CR mimetic SO,95,103,105,97,111,101,114,103,126,106
AGP1-GFP MLPCN,101,101,84,98,97,106,107,95,94,106
LAP4-GFP MLPCN,102,103,118,93,99,102,109,106,98,117
AHR activator,-2,10,0,-1,2,2,-1,56*,0,-2

(61) COC(=O)C1(C)NC(c2ccccc2OC)C2C(=O)N(c3ccccc3)C(=O)C21 (stereo not drawn)
(62) COc1ccc(C)cc1NC(=O)CN1CCN(CC(=O)Nc2ccccc2F)CC1
(63) CCSc1nnc2n1C(C)(C)Cc1ccccc1-2
(64) CO/N=C1\CCCc2c(C(=O)NN)sc(SC)c21

Screen / compound no.,61,62,63,64
RPL19A-GFP yeast,101,x,99,96
Efflux pump mplx,0.0,-0.2,0.0,-0.2
MEP2 TOR yeast,96,111,105,97
CIT2 TOR yeast,104,109,85,96
CR mimetic SO,98,83,103,117
AGP1-GFP MLPCN,90,43,100,103
LAP4-GFP MLPCN,85,96,104,109
AHR activator,-1,0,-2,7

Among those listed so far, these have a cyano group:
(9) N#C/C(=C\c1cn(-c2ccccc2)nc1-c1ccccc1)S(=O)(=O)c1ccccc1
(20) CCCn1c(SC/C(O)=C(\C#N)c2nc3ccccc3[nH]2)n[nH]c1=O
(30) Cc1ccc(N(CCC#N)C(=O)CSc2ccc3c(c2)OCCO3)cc1
(56) CC1=C(C(=O)OCc2ccccc2)C(c2ccoc2)C(C#N)=C(N)O1 (stereo not drawn)

Screen / compound no.,9,20,30,56
RPL19A-GFP yeast,98,95,98,102
Efflux pump mplx,0.0,-0.1,-0.1,0.1
MEP2 TOR yeast,108,95,101,100
CIT2 TOR yeast,99,87,103,98
CR mimetic SO,94,98,102,101
AGP1-GFP MLPCN,100,86,100,106
LAP4-GFP MLPCN,98,74,97,102
AHR activator,-1,37,-2,2
